Salmonella PhoP GFP – inhibitors of PhoP regulon expression, primary screen, Salmonella Typhimurium, GFP reporter (AID 1863). S. Typhimurium PhoP-regulated promoter GFP reporter, 4 h; higher % means a stronger effect. inhibition, % at 50 µM; hits with a dose series show IC50 in µM. actives 0.16% (n = 300,000);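 active = inhibition over 29.93%, a cutoff 3 SD above the screen mean, later confirmed by dose response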;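 note: 0% = low Mg2+ inducing control and 100% = high Mg2+ repressing control; strong numbers were not always called active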
CSM14.1 death rescue – rescue of cells from ER stress-induced death, primary screen, 384-well, CSM14.1, thapsigargin, ATP luminescence (AID 1222). CSM14.1 thapsigargin-induced death rescue, ATP luminescence; higher % means a stronger effect. cellular ATP content (survival), % at 20 µM, or EC50 in µM where a hit was titrated. 190,000 tested, under 10 active;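 active = EC50 below 50 µM in the dose-response confirmation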;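 note: death triggered by thapsigargin at about 15 µM added after 2 h compound pretreatment; cell ATP read after overnight thapsigargin exposure of roughly 18 to 22 hours; normalized against plate controls of thapsigargin alone and 5% DMSO vehicle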
Insulin prom up – MIN6 insulin promoter up-regulation; MIN6 insulin promoter-GFP reporter, high-content imaging; hits give high values; z-score at 5 µM; actives 0.3% (n = 190,000);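 active = z-score above 3 at 5 µM with at least 500 cells counted in the well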
T cell HTS – T cell immune modulators affecting CD8 T cell-vesicle binding | 2C CD8+ T cell-vesicle binding, flow cytometry; hits give low values | calls only at 7 µM | AID 2052 | actives 0.068% (n = 330,000);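 active = response, share of CD8 T cells binding vesicles, and their 90th percentile fluorescence all below set limits, cut at about 80% in these data, passing the limit was not always enough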
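Read-out – percent CD8+ FL2 mean versus row control · System – murine 2C transgenic CD8+ T lymphocytes · Times – 1.5 h cell–vesicle binding at 37 °C, then 20 min icy labelling · Control set – naked vesicles low, QL9 vesicles with vehicle high · Detection – cytometric PE anti-B7-1 and Alexa647 anti-CD8 signals after 1% paraformaldehyde fixation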
bCat nuc transl – modulators of beta-catenin nuclear translocation; actives 0.3% (n = 190,000); HeLa beta-catenin nuclear translocation, immunofluorescence imaging; nuclear translocation activity, % at 5 µM;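 active = nuclear translocation activity above 50% at 5 µM, with a well cell count of 50 or more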;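 note: per-cell ratio of nuclear to cytoplasmic median beta-catenin stain intensity; plate controls were DMSO negative control for no effect and GSK-3 inhibitor IX positive control for full effect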
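Technique: fluorescence imaging of beta-catenin antibody stain plus DAPI / Material: human HeLa cell line / Incubation: compound treatment 24 h, 37°C, 5% CO2 / Read-out basis: % activation of per-cell nuclear versus cytoplasmic median beta-catenin signal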
MT stabilize HCS – microtubule stabilization, imaging screen. actives 0.83% (n = 200,000). % tubulin-high responders, % at 10 µM. AID 2205. HeLa tubulin immunostaining HCS, 24 h; share of cells brighter than vehicle mean+2SD;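 active = plate Z-score above 3 for both tubulin-high and condensed-nucleus cell shares, with cell loss under 80%, at 10 µM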;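 note: anti alpha tubulin signal scored within the nucleus-defined area of each cell; some results filed as inactive read as strong as hits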
Lipid droplet – hepatic lipid droplet formation modulation | AML12 mouse hepatocytes, oleate lipid droplets, BODIPY imaging | inhibition, % at 6.5 µM | actives 0.4% (n = 240,000) | AID 1656;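 active = lipid droplet intensity inhibited by at least 50%, with more than 500 cells counted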
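System: AML12 hepatocytes (mouse). Probe or stimulus: oleic acid at 100 µM to induce lipid droplet formation. Times: overnight treatment with compound plus oleate. Detection: Image-based BODIPY and DAPI two-channel analysis. Evaluation: percent inhibition of filter-corrected integrated lipid droplet intensity per well.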
Autophagy mod – modulators of autophagy; actives 0.98% (n = 190,000); calls only at 10 µM (by protocol); MEF GFP-LC3 puncta imaging; test concentration mostly 10 µM;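 active = percentage of spot-positive cells more than 3 SD above its plate mean, without a fluorescence outlier flag or 80% toxicity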;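 note: spot-positive cell cutoff set from DMSO-treated cells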
Dynein cargo inh – dynein cargo transport inhibition; 3617.4 mouse cells, GR-EGFP nuclear translocation imaging; test concentration mostly 20 µM; stimulated with dexamethasone, 1 µM; hits give low values; AID 1381; actives 0.47% (n = 220,000); z-score, hits read low;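 active = plate z-score of nuclear minus cytoplasmic receptor signal below a set negative limit, without overly bright fluorescence or cell loss, cut at about -3.5 in these data, passing the limit was not always enough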;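 note: z-score of nuclear minus cytoplasmic ring GR-EGFP intensity difference per well; some compounds called inactive have numbers as strong as hits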
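Also added – dexamethasone, 1.0 µM final · Buffer or medium – tet-free, stripped-serum medium · Schedule – induction 48 h, compound 1 h, agonist 30 min · Detection – formaldehyde fixation, Hoechst nuclear stain, 10x automated fluorescence imaging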
Dynein cargo inh cytoplasmic EGFP – further read-out of Dynein cargo inh, marked with its call; z-score; measured here: cytoplasmic GR-EGFP intensity; hits give high values
Dynein cargo inh nuclear GR-EGFP – further read-out of Dynein cargo inh, marked with its call; z-score; measured here: nuclear GR-EGFP intensity;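 lower value marks the stronger effect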
Dynein cargo inh cell count – also measured in Dynein cargo inh; calls as there; z-score; measured here: cell count per field
Insulin prom up cell count – recorded beside Insulin prom up, whose call it bears; cell count; measured here: cytotoxicity, nuclei count;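 total cells summed across four imaged fields per well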
Lipid droplet cells 6.5 µM – recorded beside Lipid droplet, whose call it bears; cell count; measured here: cell count, cytotoxicity flag;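 cells counted across two imaged fields per well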
bCat nuc transl cell count 5 µM – second read-out of bCat nuc transl, no call of its own (marks repeat the call); cell count; measured here: cell count, cytotoxicity flag
T cell HTS vesicle-bound % – also measured in T cell HTS; calls as there; double positive events, %; measured here: CD8+ vesicle-bound cell fraction;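 binding gate set so that unloaded-vesicle control wells show 10% double positive cells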
MT stabilize HCS Hoechst-high % – further read-out of MT stabilize HCS, marked with its call; % Hoechst-high responders; measured here: nuclear condensation Hoechst responders;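 share of cells brighter than vehicle mean plus two SD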
MT stabilize HCS cytotoxicity % – recorded beside MT stabilize HCS, whose call it bears; toxicity, %; measured here: cytotoxicity by cell density;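 0% = mean cell density of plate MIN control wells and 100% = no cells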
Autophagy mod cell loss 18 h – also measured in Autophagy mod; calls as there; toxicity, %; measured here: cell loss, nuclei count;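 cell loss after 18 h compound exposure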
* = called active by the depositor; i = inactive; . = no result given.

SMILES	Salmonella PhoP GFP	CSM14.1 death rescue	Insulin prom up	Insulin prom up cell count	T cell HTS	T cell HTS vesicle-bound %	bCat nuc transl	bCat nuc transl cell count 5 µM	MT stabilize HCS	MT stabilize HCS Hoechst-high %	MT stabilize HCS cytotoxicity %	Lipid droplet	Lipid droplet cells 6.5 µM	Autophagy mod	Autophagy mod cell loss 18 h	Dynein cargo inh	Dynein cargo inh cytoplasmic EGFP	Dynein cargo inh nuclear GR-EGFP	Dynein cargo inh cell count
CCN(C(=O)c1cnc(N2CCN(c3ncccn3)CC2)c2ccccc12)c1cccc(Cl)c1	2.7%	-5.6%	-0.43	1627	i	54.0	3.7	1201	9.3	6.6	5.6	.	.	i	-3.6	0.312	-0.326	0.268	-0.274
FC(F)(F)c1ccc(Cl)c(N/N=C/c2ccc(N3CCOCC3)s2)c1	-0.5%	-3.1%	0.18	1207	i	51.2	1.1	854	2.3	2.3	7.0	10.5	610	i	-9.7	0.442	-0.24	-0.0507	-0.139
COC(=O)C1=C(C)Nc2nnnn2C1c1cc(OC)ccc1OC (stereo unspecified)	-11.1%	-0.9%	0.12	1163	i	22.8	-3.4	1154	2.6	2.4	7.7	.	.	i	-22.2	0.0348	-0.23	0.181	0.176
COC(=O)CNC(=O)C1CCCN1C(=O)CNC(=O)OC(C)(C)C (stereo unspecified)	6.4%	-2.6%	0.1	1898	i	48.9	-1.5	1068	3.7	3.0	14.2	27.2	735	i	18.4	-0.0331	-0.327	0.288	-0.182
COc1ccccc1CNC(=O)C1CC(c2cccc([N+](=O)[O-])c2)=NO1 (stereo unspecified)	-1.9%	-0.8%	0.19	1479	i	36.9	-0.5	907	48.5*	36.1*	33.0*	.	.	i	7.7	0.212	-0.146	0.405	0.114
CCCCCC(=O)NC(=S)Nc1ccccc1C(=O)OC	-3.0%	0.6%	0.8	1136	i	25.8	1.1	1122	3.3	2.2	5.9	13.7	786	i	-1.0	0.0426	-0.218	0.143	1.34
N#Cc1ccccc1/C=N/Nc1nc(-c2ccccc2)c2cc(Cl)ccc2n1	-9.6%	-1.4%	-0.49	1533	i	33.5	8.2	1341	2.2	1.8	6.7	.	.	i	-34.4	0.00376	-0.216	0.532	0.339
Cc1ccccc1-c1nc(CN2CCSCC2)c(C)o1	-3.3%	-0.9%	-0.22	1417	i	19.7	1.0	982	.	.	.	-7.3	644	i	6.7	0.00121	-0.181	0.321	-0.0131
CCOC(=O)c1cc(-c2cccs2)nn1CCC#N	-4.0%	0.1%	0.64	946	i	53.5	0.6	1233	1.0	1.0	3.6	.	.	i	-3.3	0.234	-0.194	0.114	0.059
COc1ccc(NC(=O)c2cccnc2Nc2ccccc2)cc1	0.1%	-0.9%	.	.	i	10.3	.	.	1.4	1.4	11.6	16.9	789	i	3.2	-0.115	-0.094	-0.165	0.566
Cc1ccc(S(=O)(=O)Nc2cccc(-c3ccc4nnc(C)n4n3)c2)s1	0.2%	0.4%	0.94	1279	i	57.4	-0.2	1117	3.2	2.8	9.2	2.3	710	i	-1.7	-1.47	4.34	0.293	0.505
Cc1ccc(S(=O)(=O)N2CCCC(C(=O)N3CCCc4ccccc43)C2)cc1 (stereo unspecified)	2.8%	-1.1%	-0.22	1551	i	7.7	-2.5	1372	1.3	1.4	10.0	.	.	i	-2.4	-0.769	-0.109	-0.548	0.162
O=C(c1cnc(-c2ccccc2)s1)c1ccc(Cl)cc1Cl	3.2%	-3.0%	.	.	i	30.1	.	.	3.3	2.2	7.5	.	.	i	20.2	-0.265	-0.193	-0.703	-0.249
CC(C)C(=O)N1CCN(c2nc(-c3ccc(Cl)cc3)cs2)CC1	1.8%	6.0%	0.56	1699	i	49.4	-2.4	940	4.5	2.8	7.9	-3.3	682	i	11.5	-0.89	-0.304	-0.497	0.7
CC(=O)Nc1ccc(S(=O)(=O)Nc2nnc(C3CCCCC3)s2)cc1	-9.1%	4.6%	0.32	1280	i	41.7	-5.4	1224	2.1	2.1	3.6	16.4	786	i	13.9	1.41	-0.0946	1.5	-1.45
O=C(Nc1cccc(F)c1)N1CCC(n2c(=O)[nH]c3ccccc32)CC1	-10.7%	.	-0.22	1050	i	34.7	0.8	1308	.	.	.	-2.4	718	.	.	0.246	-0.216	0.67	-0.786
CCOc1ccc(N2C(=O)CC(N(CCc3ccc(S(N)(=O)=O)cc3)C(C)=O)C2=O)cc1 (stereo unspecified)	3.9%	.	-0.19	813	i	34.2	-0.9	1298	.	.	.	-8.3	719	.	.	0.274	0.87	0.882	-1.01
Clc1ccc(-c2nc3cnccn3c2NC2CCCC2)cc1	15.8%	0.0%	.	.	i	9.8	.	.	2.6	1.5	5.9	23.9	743	i	-8.7	-0.22	0.657	0.164	-0.157
Cc1cccc2cc(/C=N/NC(=O)c3ccncc3)c(Cl)nc12	-6.7%	.	-0.76	1040	i	23.1	0.1	1392	.	.	.	-3.5	699	.	.	0.366	-0.808	-0.138	-0.249
COc1ccc(C(=O)N2CCN(c3c(C)cccc3C)CC2)cc1OC	2.1%	0.5%	0.29	937	i	63.3	4.6	1177	5.4	2.5	1.0	.	.	i	9.2	1.77	0.114	1.38	-1.75
O=C(OCc1ccc([N+](=O)[O-])cc1)c1ccc(N2CCCC2)c([N+](=O)[O-])c1	1.4%	0.5%	.	.	i	2.7	3.1	1065	3.7	2.4	7.4	-1.7	698	i	-7.5	0.814	-0.155	0.364	-0.76
COC(=O)C1=C(C)NC(C)=C(C(=O)OC)C1c1ccccc1OCc1c(C)no[n+]1[O-]	-1.4%	-1.8%	1.38	948	i	44.5	-1.5	1162	3.7	1.5	10.0	.	.	i	5.7	-0.325	-0.312	0.0333	0.167
CSCCC1NC(=O)N(CC(=O)Nc2cccc3ccccc23)C1=O (stereo unspecified)	1.1%	0.6%	.	.	i	31.0	3.2	1021	2.4	1.9	8.8	1.0	806	i	-12.2	-0.56	-0.281	0.224	0.407
COc1cc(C(=O)Nc2ccncc2)c([N+](=O)[O-])cc1OC	-1.1%	.	0.32	1428	i	29.2	-2.3	1131	.	.	.	-0.1	719	.	.	1.63	-0.222	0.925	-1.21
O=C(Nc1ccc2c(c1)OCCO2)c1cncc(Br)c1	-2.8%	-7.4%	0.9	1303	i	21.8	-1.8	1259	2.4	0.9	1.5	4.0	767	i	-3.9	0.098	-0.116	0.391	0.849
COC(=O)c1ccccc1NC(=O)CNc1cc(OC)c(OC)cc1C	1.0%	-3.6%	-1.52	947	i	58.5	0.6	1098	2.5	3.1	9.5	-35.5	625	i	-5.7	-0.0626	-0.239	-0.0143	0.0271
O=C(Nc1ccc2c(c1)OCO2)c1ccc(Br)s1	-8.2%	-4.0%	-0.21	1072	i	64.0	0.4	1078	5.0	2.0	8.4	-0.4	749	i	-0.5	2.05	-0.136	1.36	-2.21
N#Cc1c2ccc(O)cc2n2ccccc12	-0.6%	-0.9%	0.31	1215	i	23.8	-5.0	1118	5.6	1.6	4.4	10.2	676	i	-4.5	0.817	-0.293	0.701	0.624
FC(F)(F)C1=CC(c2ccccc2)=NCCN1	-10.3%	-2.9%	-0.62	938	i	38.6	0.5	742	2.0	1.6	1.9	.	.	i	1.0	-0.619	0.298	-0.363	1.04
COC(=O)CSC1=C(C#N)C(c2ccc(C)o2)CC(=O)N1 (stereo unspecified)	0.1%	-2.6%	.	.	i	45.4	2.3	1473	17.3*	18.8*	61.7*	23.0	608	i	16.4	0.204	-0.108	0.644	-1.02
O=C(c1ccc(Cl)cc1)N1CCN(c2ccnc3cc(Cl)ccc23)CC1	0.9%	-0.2%	.	.	.	.	-0.5	1497	3.3	3.4	13.0	-11.4	573	i	-1.8	1.14	-0.174	0.281	0.395
Cc1ccc(Nc2nc(N)nc(CSc3nncn3C)n2)cc1	-4.7%	-3.7%	.	.	i	36.3	1.6	1000	3.4	3.2	2.1	4.3	727	i	2.0	-0.635	-0.251	-0.385	0.865
Cc1ccc(-n2c3c(c(=O)[nH]c2=O)C(NS(=O)(=O)c2ccc(C)cc2)(C(F)(F)F)C(=O)N3)cc1 (stereo unspecified)	14.1%	-0.9%	-0.09	1654	i	60.1	-1.1	1415	1.5	1.1	2.7	.	.	i	32.9	-0.286	-0.196	-0.231	0.00399

Source: PubChem (several laboratories)

The order is random; about 3% have a hit in one of these screens.
